All columns: NCI-60 one-dose screen, growth in % after 48 h at 10 µM unless noted; 100 = growth as untreated, 0 = no growth, -100 = all killed.
HCT-116 – HCT-116 colon cancer; actives 7.3% (n = 82,000)
KM12 – KM12 colon cancer cells. actives 5% (n = 82,000)
HT29 – HT29 colon cancer; actives 7.4% (n = 81,000); AID 1794748
HCT-15 – HCT-15 colon cancer | actives 5.2% (n = 82,000) | AID 1794746
NCI-H322M – NCI-H322M lung cancer. actives 2.7% (n = 80,000)
NCI-H226 – NCI-H226 lung cancer | actives 3.5% (n = 79,000) | AID 1794732
SW-620 – SW-620 colon cancer. AID 1794795. actives 5.2% (n = 82,000)
NCI-H460 – NCI-H460 lung cancer; AID 1794736; actives 6.8% (n = 82,000)
COLO 205 – COLO 205 colon cancer | actives 7.3% (n = 79,000) | AID 1794742
An asterisk follows results filed as active; nt = no result given; & = joins results of further samples. Rule for the calls: active = growth percent below 10; inactive = the rest. This is a subset; the hit share may differ from the screen's.

A first look, 19 compounds:
SMILES	HCT-116	KM12	HT29	HCT-15	NCI-H322M	NCI-H226	SW-620	NCI-H460	COLO 205
CCC(=O)C(CC(C)[N+](C)(C)C)(c1ccccc1)c1ccccc1 (stereo not drawn)	94	107	108	98	103	88	104	106	86
Cc1cccc(N2CCNCC2)c1	98	123	104	103	93	108	105	107	nt
CN1c2ccccc2[C@]2(C)Cc3cc(Cl)ccc3N[C@H]12	91	95	81	93	104	95	101	109	101
CC(C)(C)N1CC1c1ccccc1 (stereo not drawn)	99	100	108	108	113	98	104	107	120
COc1ccc2c(c1)C(c1ccc(N(CCCl)CCCl)cc1)=NCC2	36	79	36	57	91	92	76	78	62
CCCCNP(=O)(N1CC1CC)N1CC1CC (stereo not drawn)	89	99	113	114	133	106	99	93	106
CCN1C[C@]2(O)CC[C@H](OC)C34C1C(C[C@@H]32)[C@]1(O)C[C@H](OC)[C@@H]2C(=O)C(=O)[C@H]4[C@@H]21	101	100	112	105	98	96	97	104	102
COc1ccc(OC)c(/C=C/C(=O)c2nc3ccccc3n2Cc2ccc(Br)cc2)c1	67	88	97	71	101	77	nt	86	112
COC(=O)[C@@]1(O)C[C@H]2O[C@]1(C)n1c3ccccc3c3c4c(c5c6ccccc6n2c5c31)C(=O)NC4	-4.1*	-14*	-25*	-29*	-34*	-63*	-20*	-73*	-67*
O=S(=O)(F)c1ccc(C[P+](c2ccccc2)(c2ccccc2)c2ccccc2)c(Cl)c1	84	101	88	97	104	97	106	106	123
CC1(C)N=C(N)N=C(N)N1c1cccc(C(=O)Nc2cccc(S(=O)(=O)F)c2)c1	101	102	109	nt	100	99	94	97	120
CC(C)(C)N=C1Nc2ccccc2N[C@]12CC[C@@]1(C)[C@@H](CC[C@@H]3[C@@H]1CC[C@@]1(C)[C@H]3CC[C@]1(C)O)C2	34	55	49	37	88	56	49	28	44
CCCCOCCOP(=O)(OCCOCCCC)OCCOCCCC	115	120	104	101	120	91	93	99	105
COc1cc(C)c(OC)c2c1CCN(C)C2	99	102	95	100	103	105	112	113	97
c1ccc(CC(c2ccccc2)N2CCOCC2)cc1 (stereo not drawn)	107	103	92	100	104	100	102	100	105
CCN1CCOC(c2ccccc2)C1 (stereo not drawn)	95	102	103	102	104	100	106	109	99
O=[N+]([O-])c1ccc(C(Br)Br)cc1	79	92	93	74	105	97	92	89	97
O=C(O)c1cccc(CCl)c1	97	96	102	93	107	104	110	103	106
C#C[C@]1(OC(=O)CCCCCC)CC[C@H]2[C@@H]3CCC4=CC(=O)CC[C@@H]4[C@H]3CC[C@@]21C	12	29	9.1*	40	50	55	28	21	29

All compounds of this part, from the first entry:
SMILES	HCT-116	KM12	HT29	HCT-15	NCI-H322M	NCI-H226	SW-620	NCI-H460	COLO 205
CCC(=O)C(CC(C)[N+](C)(C)C)(c1ccccc1)c1ccccc1 (stereo not drawn)	94	107	108	98	103	88	104	106	86
Cc1cccc(N2CCNCC2)c1	98	123	104	103	93	108	105	107	nt
CN1c2ccccc2[C@]2(C)Cc3cc(Cl)ccc3N[C@H]12	91	95	81	93	104	95	101	109	101
CC(C)(C)N1CC1c1ccccc1 (stereo not drawn)	99	100	108	108	113	98	104	107	120
COc1ccc2c(c1)C(c1ccc(N(CCCl)CCCl)cc1)=NCC2	36	79	36	57	91	92	76	78	62
CCCCNP(=O)(N1CC1CC)N1CC1CC (stereo not drawn)	89	99	113	114	133	106	99	93	106
CCN1C[C@]2(O)CC[C@H](OC)C34C1C(C[C@@H]32)[C@]1(O)C[C@H](OC)[C@@H]2C(=O)C(=O)[C@H]4[C@@H]21	101	100	112	105	98	96	97	104	102
COc1ccc(OC)c(/C=C/C(=O)c2nc3ccccc3n2Cc2ccc(Br)cc2)c1	67	88	97	71	101	77	nt	86	112
COC(=O)[C@@]1(O)C[C@H]2O[C@]1(C)n1c3ccccc3c3c4c(c5c6ccccc6n2c5c31)C(=O)NC4	-4.1*	-14*	-25*	-29*	-34*	-63*	-20*	-73*	-67*
O=S(=O)(F)c1ccc(C[P+](c2ccccc2)(c2ccccc2)c2ccccc2)c(Cl)c1	84	101	88	97	104	97	106	106	123
CC1(C)N=C(N)N=C(N)N1c1cccc(C(=O)Nc2cccc(S(=O)(=O)F)c2)c1	101	102	109	nt	100	99	94	97	120
CC(C)(C)N=C1Nc2ccccc2N[C@]12CC[C@@]1(C)[C@@H](CC[C@@H]3[C@@H]1CC[C@@]1(C)[C@H]3CC[C@]1(C)O)C2	34	55	49	37	88	56	49	28	44
CCCCOCCOP(=O)(OCCOCCCC)OCCOCCCC	115	120	104	101	120	91	93	99	105
COc1cc(C)c(OC)c2c1CCN(C)C2	99	102	95	100	103	105	112	113	97
c1ccc(CC(c2ccccc2)N2CCOCC2)cc1 (stereo not drawn)	107	103	92	100	104	100	102	100	105
CCN1CCOC(c2ccccc2)C1 (stereo not drawn)	95	102	103	102	104	100	106	109	99
O=[N+]([O-])c1ccc(C(Br)Br)cc1	79	92	93	74	105	97	92	89	97
O=C(O)c1cccc(CCl)c1	97	96	102	93	107	104	110	103	106
C#C[C@]1(OC(=O)CCCCCC)CC[C@H]2[C@@H]3CCC4=CC(=O)CC[C@@H]4[C@H]3CC[C@@]21C	12	29	9.1*	40	50	55	28	21	29
COC12CC3C4=CCOC5CC(=O)N6c7ccccc7C1(CCN2C4)C6C53 (stereo not drawn)	108	105	100	103	109	103	107	109	105
CCOP(=O)(OCC)C(C)OC (stereo not drawn)	104	116	103	116	101	105	98	112	101
CC(C)COC(=O)Cc1ccccc1	105	105	101	109	104	99	107	109	106
O=C(O)CCCOc1cc(Cl)c(Cl)cc1Cl	105	116	107	102	96	94	103	99	133
Cc1cn(C2CC(N=[N+]=[N-])C(COP(=O)(O)O)O2)c(=O)[nH]c1=O (stereo not drawn)	110	120	106	110	117	111	96	98	115
COc1cc(C(=O)N2CC2)cc(OC)c1OC	96	nt	99	97	96	87	81	69	107

Some of the entries so far, with two lines to a compound.
Each structure is followed by: HCT-116 | KM12 | HT29 | HCT-15 | NCI-H322M | NCI-H226 | SW-620 | NCI-H460 | COLO 205
COC12CC3C4=CCOC5CC(=O)N6c7ccccc7C1(CCN2C4)C6C53 (stereo not drawn)
→ 108 | 105 | 100 | 103 | 109 | 103 | 107 | 109 | 105
CC(C)(C)N1CC1c1ccccc1 (stereo not drawn)
→ 99 | 100 | 108 | 108 | 113 | 98 | 104 | 107 | 120

The list goes on:
SMILES	HCT-116	KM12	HT29	HCT-15	NCI-H322M	NCI-H226	SW-620	NCI-H460	COLO 205
NNC(=O)C1C2c3ccccc3C(c3ccccc32)C1C(=O)O (stereo not drawn)	108	114	99	103	102	91	106	104	114
CN(C)[C@@H]1C(=O)C(C(N)=O)=C(O)[C@@]2(O)C(=O)C3=C(O)c4c(O)cccc4[C@@](C)(O)[C@H]3C[C@@H]12	80	99	95	97	89	89	98	92	84
C/C(=C\c1ccn(-c2ccc(N)cc2F)n1)[C@@H]1C[C@@H]2O[C@]2(C)CCC[C@H](C)[C@H](O)[C@@H](C)C(=O)C(C)(C)[C@@H](O)CC(=O)O1	12	10	13	14	16	36	35	11	-5.2*
c1ccc([Se]CCCN2CCNCCNCC2)cc1	83	100	106	97	102	106	89	102	268
S=P(Nc1ccccc1)(Nc1ccccc1)c1ccccc1	81	102	104	104	107	112	103	103	146
CC(=O)CC(c1ccc2c(c1)OCO2)c1c(O)c2ccccc2oc1=O (stereo not drawn)	106&108	100&109	115&109	111&108	116&125	nt	103&99	106&101	116&124
CN(C1=N[C@]23CC(=O)CC[C@]2(C)[C@H]2CC[C@]4(C)C(=O)CC[C@H]4[C@@H]2C[C@@H]3S1)c1ccccc1	67	84	29	64	99	85	95	94	78
CN(C)CCC#N	106	109	106	nt	112	101	106	104	115
Cc1ccccc1NC(=O)CBr	111	106	118	102	104	96	106	105	112
O=C(CCCCCNC1=CC(=O)c2ccccc2C1=O)NCCC[Te]c1ccccc1	-51*	-42*	-48*	-20*	-8.9*	-55*	-7.1*	-45*	-57*
Clc1cccc(Cl)c1CBr	102	104	98	101	102	125	105	107	107
CC(=O)c1cc2c(cc1C)C(C)(C)C(C)C2(C)C (stereo not drawn)	97	102	99	106	95	94	117	110	111
CCOP(=O)(Cc1ccc(N)cc1)OCC	101	101	103	114	99	103	114	108	120
O=[N+]([O-])CC(O)CCl (stereo not drawn)	98	108	102	105	107	99	92	98	110
CCOC(=O)NC(=O)CCl	104	101	104	106	91	102	106	109	103
Cc1ccc(OP2(=O)Nc3cc(C)c(C)cc3S2)cc1 (stereo not drawn)	nt	121	110	109	91	102	114	113	104
COC(=O)N[C@H]1CCc2c(Br)c(OC)c(OC)c(OC)c2-c2ccc(SC)c(=O)cc21	3.7*	-4.6*	12	7.7*	28	12	18	-14*	-53*
Cc1cc(C)nc(C)c1	99	104	105	94	92	97	93	101	106
CN1CCCCC1C(O)c1ccccc1 (stereo not drawn)	86	103	81	102	93	103	102	111	101
CC(=O)O[C@@H]1CC[C@]2(C)[C@H]3CC[C@]4(C)[C@@H](OC(C)=O)CC[C@H]4[C@@H]3C[C@@H]3CC(N)=C[C@@]32C1	102	100	95	98	94	104	112	109	114
CCCCOP(=S)(OCCCC)SC1(SC)SSC=C1CC(C)(C)C (stereo not drawn)	103	109	119	112	110	108	110	109	122
CC1=C2C(=C[C@@](C)(COP(=O)(Oc3ccccc3)Oc3ccccc3)[C@@H]2O)C(=O)[C@@](C)(O)C12CC2	0.9*	-29*	-57*	-32*	-59*	-64*	30	-35*	-96*
O=c1c2ccccc2c2c3n1CC(O)CNC3CCC2 (stereo not drawn)	109	101	106	103	99	94	99	102	111
CC(=O)O[C@H](C[C@H](C(C)C)N(C)C(=O)[C@H](C)NC(=O)[C@H]1CCCCN1C)c1nc(C(=O)N[C@@H](Cc2ccccc2)C[C@H](C)C(=O)O)cs1	nt	92	98	107	106	91	83	102	89
CC1(C)N=C(N)N=C(N)N1c1ccc(OCC(=O)Nc2ccc(S(=O)(=O)F)cc2Cl)c(Cl)c1	19	45	28	26	67	82	36	22	66
Next section
SMILES	HCT-116	KM12	HT29	HCT-15	NCI-H322M	NCI-H226	SW-620	NCI-H460	COLO 205
CCOC(=O)C(CCC(=O)O)NC(=O)OCc1ccccc1 (stereo not drawn)	118	107	106	108	117	114	107	113	112
CCCCNC(=O)C(Cl)Cl	97	106	104	102	95	93	100	104	110
O=C(NCCCN1CC1)Nc1cccc2ccccc12	94&98	102&103	84	100&106	102&116	92&102	90&99	91&109	103&106
COC(=O)C1C(O)C(C)C(O)C(C)/C=C\C=C(C)C(=O)Nc2c(C)c(OC(C)=O)c3c(c2O)C(=O)C(C)=C2OCOC(=C23)C(C)=CC(C)(O)C(O)C(C)C1O (stereo not drawn)	100	102	90	44	106	99	94	111	95
COc1ccc(N(CC(=O)NCCC[Te]c2ccccc2)C(=O)CCSC2=C(C)C(=O)c3ccccc3C2=O)cc1	-65*	-17*	1.9*	-16*	2.8*	-55*	5.5*	-73*	-98*
N#CC(C#N)=Cc1cccc(Cl)c1	93	101	109	104	108	97	102	105	109
CCCCOP(=O)(N1CC1)N1CC1	103	105	105	110	83	100	103	107	101
CCC[Se]C(=O)c1ccc(C(=O)[Se]CCC)s1	-56*	5.4*	-59*	-71*	-33*	-51*	nt	-12*	-86*
CC(=O)[O][Hg][O]C(C)=O	96	88	74	94	90	118	86	101	89
O=C(O)C(O)(c1ccccc1)c1cccc2ccccc12 (stereo not drawn)	94	102	106	100	107	97	102	109	112
O=Cc1ccc(S(=O)(=O)F)cc1	99	106	109	104	104	100	97	100	116
CC(=O)O[C@H]1CC[C@]2(C)[C@H]3CC[C@@H]4[C@H]5[C@H](C)[C@@]6(C)OC(=O)[C@]5(CC[C@@]4(C)[C@]3(C)CC[C@H]2C1(C)C)C[C@@H]6C1(C)OOC2(CCCCC2)OO1	102	95	103	96	96	105	94	101	104
N#Cc1cnccn1	104	103	108	110	103	93	106	109	111
CCCCCCOC(=O)Cc1ccccc1	113	100	102	104	102	105	100	105	102
Cc1ccccc1-c1nc2ccccc2c(=O)n1C	101	118	81	127	125	111	112	107	106
CNc1ccc([N+](=O)[O-])cc1[N+](=O)[O-]	102	106	93	105	104	91	102	102	104
C=CCC1(C(C)C)C(=O)NC(=S)NC1=O	112&113	97&111	107&109	104&105	95&107	96&96	92&103	95&102	108&118
COC(=O)[C@@H](C)C[C@H](Cc1ccccc1)NC(=O)c1cccc([C@@H](C[C@H](C(C)C)N(C)C(=O)[C@@H](NC(=O)[C@H]2CCCCN2C)C2CC2)OC(C)=O)n1	1.9*	-2.0*	-8.5*	8.1*	39	23	23	7.3*	-69*
Cc1nc(C)c(C(=O)N/N=C/c2ccc(N(CCCl)CCCl)cc2)s1	84	87	nt	79	79	69	88	50	103
CCN(CCOS(=O)(=O)O)C1c2ccccc2-c2ccccc21	106	102	98	103	nt	93	101	103	101
O=C(NC([Se])=NC1CCCCC1)c1ccc2c(c1)OCO2	25	32	56	47	12	86	41	11	28
CC1=C(COCCOC(=O)c2ccc(S(=O)(=O)F)cc2)C2=C(C)C3(CC3)[C@@](C)(O)C(=O)C2=C1	6.9*	30	-29*	-30*	-26*	-40*	62	2.1*	-73*
C/C(=N/OC(=O)N(C)C)c1ccc(Cl)c(Cl)c1	107	109	95	107	96	102	115	107	111
OCCSSCCO	101	106	104	103	106	94	105	110	108

Compound activity (PubChem BioAssay)
